Tb PFK inh: T. brucei PFK enzyme inhibition | T. brucei PFK, ADP-Glo luminescence | Potency, µM (titrated, usually from 57.5 µM), for inactives: at the top dose activity, negative = inhibition, actives largely listed as inhibitors | 330,000 compounds, 0.17% hits;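 note: potency is the fitted concentration of half-maximal effect; 0% = uninhibited 1x PFK enzyme wells and -100% = no-enzyme wells; nearly all actives have a fitted effect of over 60% in size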
Target sequence (O15648 whole entry, looked up): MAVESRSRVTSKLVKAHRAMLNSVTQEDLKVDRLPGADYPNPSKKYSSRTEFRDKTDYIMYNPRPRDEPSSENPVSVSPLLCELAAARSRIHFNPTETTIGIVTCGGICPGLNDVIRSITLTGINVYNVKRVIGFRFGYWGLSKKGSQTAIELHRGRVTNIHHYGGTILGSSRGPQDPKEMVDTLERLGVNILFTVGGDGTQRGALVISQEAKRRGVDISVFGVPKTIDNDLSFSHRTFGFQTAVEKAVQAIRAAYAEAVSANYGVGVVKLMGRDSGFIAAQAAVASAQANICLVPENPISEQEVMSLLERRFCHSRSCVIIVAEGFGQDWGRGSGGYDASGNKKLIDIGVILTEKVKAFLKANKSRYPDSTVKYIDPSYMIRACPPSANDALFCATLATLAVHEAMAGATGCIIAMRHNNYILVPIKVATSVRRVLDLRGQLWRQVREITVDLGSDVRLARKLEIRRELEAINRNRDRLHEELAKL
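ADP-Glo luminescence quantified ADP after 45 min at room temperature, with 1.25 nM T. brucei PFK, 0.1 mM ATP and 0.5 mM fructose-6-phosphate in pH 8.0 TEA buffer. qHTS titrations up to 57 µM; curves classified by quality.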
FLuc counter: counter-screen for miR-21 project: firefly luciferase inhibitors or activators; purified FLuc, Km substrates, luminescence inhibition; Potency, µM (series often up to 57.5 µM), inactives show at the highest dose activity change, negative = inhibition, hits mostly inhibitors; 360,000 compounds, 6.9% hits; AID 588342;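 note: potency is the fitted concentration of half-maximal effect; plate controls were vehicle for no effect and reference inhibitor for full effect; nearly all actives have a fitted effect of over 55% in size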
Target sequence (P08659 whole entry, looked up): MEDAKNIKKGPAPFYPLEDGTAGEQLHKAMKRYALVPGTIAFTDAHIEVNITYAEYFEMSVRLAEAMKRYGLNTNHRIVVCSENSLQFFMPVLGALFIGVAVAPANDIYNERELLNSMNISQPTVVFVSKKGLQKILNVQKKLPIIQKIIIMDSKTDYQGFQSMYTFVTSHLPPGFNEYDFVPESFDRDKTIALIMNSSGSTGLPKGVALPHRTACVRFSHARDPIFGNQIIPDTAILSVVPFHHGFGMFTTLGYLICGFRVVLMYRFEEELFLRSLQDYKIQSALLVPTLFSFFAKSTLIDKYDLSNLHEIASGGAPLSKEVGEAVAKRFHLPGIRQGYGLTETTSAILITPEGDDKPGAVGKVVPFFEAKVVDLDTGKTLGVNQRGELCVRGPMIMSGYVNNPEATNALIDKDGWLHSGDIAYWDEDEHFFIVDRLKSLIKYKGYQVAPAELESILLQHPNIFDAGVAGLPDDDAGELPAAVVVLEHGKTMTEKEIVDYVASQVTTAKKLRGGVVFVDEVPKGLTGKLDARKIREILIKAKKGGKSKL
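Purified P. pyralis luciferase, 10 nM final, with Km-level 10 uM D-luciferin and 10 uM ATP in 50 mM Tris acetate pH 7.5, 10 mM Mg acetate, 0.01% Tween-20, 0.05% BSA; 6-point qHTS titration about 60 µM downward; luminescence read.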
TRPV1 agonist: activates the human vanilloid receptor TRPV1. TRPV1-expressing cells, Fluo-8 calcium influx, agonist mode. activation, % at 8.33 µM. 320,000 compounds, 0.19% hits. AID 540275; in the data active = activation above about 80%; inconclusive = between about 30% and that limit; note: 0% is about no effect
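TRPV1-expressing cells were cultured overnight at 35.5C and loaded with Fluo-8 calcium dye for 40 to 90 min at room temperature. After a 10 s baseline, compound was added and calcium influx was read kinetically for 3 min (ex 480/em 520 nm).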
p53 reactivation: re-activators of mutant p53; 320,000 compounds, 0.063% hits; AID 504706; H1299 p53-A138V BP100-luciferase reporter, luminescence, 24 h; Potency, µM (top dose mostly 92.2 µM), without a hit: at the top dose activity change, positive = activation, usual class: activators; note: potency is the fitted concentration of half-maximal effect; % of control where 0% means no effect; nearly all actives have a fitted effect of over 45% in size
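p53-null H1299 cells stably carrying temperature-sensitive p53-A138V and a BP100-luciferase reporter were pinned with compounds (4-point, 1:5 series) and held 24 hrs at 37 deg C. Luminescence was read 10 min after detection reagent.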
BRCA1 expr act: increases BRCA1 expression; MCF7-BRCA1-FFLuc reporter, luminescence, 48 h; response scale: scaled: vehicle 0%, 10 µM genistein 100%; 380,000 compounds, 1.1% hits; Potency, µM (series often up to 46.1 µM), inactives show top-dose activation, actives largely listed as activators; note: potency is the fitted concentration of half-maximal effect; nearly all actives have a fitted effect of over 80% in size; some results filed as inactive show a strong effect at the top dose
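MCF7 cells carrying a BRCA1-firefly luciferase reporter (2000 cells/well, phenol-red free MEM) were attached for 2 h at 37 °C, then given compounds for 48 h. Luminescence was read 15 min after luciferase reagent; activity normalized to genistein (10 microM) and DMSO.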
NPC1 prom act: activates the NPC1 promoter | Potency, µM (series often up to 9.22 µM), without a hit: top-dose activation, hits mostly activators | 320,000 compounds, 2.4% hits | AID 485313 | Huh7 NPC1 promoter luciferase reporter, 24 h;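 note: potency is the fitted concentration of half-maximal effect; % of control where 0% means no effect; nearly all actives have a fitted effect of over 60% in size; reporter is driven by a mutant NPC1 promoter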
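Stably transfected Huh7 (NPC1 promoter→luciferase), 1500 cells/well in Opti-MEM + 10% FBS, 2 h settle, then compound 24 h at 37 °C. Luminescence after 10 min with Amplite reagent.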
ELG1 DNA repair: blocks ELG1-dependent DNA repair in HEK293T cells | 330,000 compounds, 2.3% hits | Potency, µM (titrated, usually from 46.1 µM), for the others: top-dose activity change, negative = inhibition, actives largely listed as inhibitors | HEK293T ELG1-luciferase reporter, luminescence, 16 h; DNA damage induced by 5-fluorouridine; note: potency is the fitted concentration of half-maximal effect; % is set by controls: 0 for no effect and ±100 for the full control effect; nearly all actives have a fitted effect of over 55% in size
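Reporter activity after DNA damage by 5-fluorouridine is monitored. Compound-treated cells incubate 16 hr at 37 °C, then ONE-Glo is added for 30 min before luminescence reading.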
RORg inh: inhibitors of mouse ROR gamma transcriptional activity. Potency, µM (doses to about 53.6 µM), inactives show top-dose activity change, negative = inhibition, hits mostly inhibitors. 310,000 compounds, 5.4% hits. Drosophila S2 Gal4-RORgamma UAS-luciferase reporter, 20 h. P51450; note: potency is the fitted concentration of half-maximal effect; % is set by controls: 0 for no effect and ±100 for the full control effect; nearly all actives have a fitted effect of over 60% in size
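Drosophila Schneider cells stably carrying a metallothionein-driven Gal4 DBD–ROR gamma fusion and a UAS-Photinus luciferase reporter were exposed to compound for 1 hr, then induced with copper sulfate (700 uM final) for 20 hr at ambient temperature before luminescence reading.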
Rab9 promoter act: activates the Rab9 promoter; Huh7 Rab9 promoter-luciferase reporter, luminescence, 24 h; Potency, µM (series often up to 9.22 µM), for inactives: at the top dose activation, negative = inhibition, actives largely listed as activators; 320,000 compounds, 2.8% hits; note: potency is the fitted concentration of half-maximal effect; % of control where 0% means no effect; nearly all actives have a fitted effect of over 60% in size
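Promoter activation is measured as luciferase luminescence in Huh7 cells stably transfected with a Rab9 promoter–luciferase construct, following 24 h compound exposure at 37 °C and 10 min reagent incubation at ambient temperature.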
ELG1 genotox: induces genotoxicity in HEK293T cells with luciferase-tagged ELG1; HEK293T ELG1-luciferase reporter, luminescence, 16 h; Potency, µM (highest dose often 46 µM), for inactives: top-dose activity change, positive = activation, most hits filed as activators; 330,000 compounds, 1.3% hits; note: potency is the fitted concentration of half-maximal effect; % of control where 0% means no effect; nearly all actives have a fitted effect of over 60% in size
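After overnight (16 hr) compound treatment at 37 °C, ELG1-luciferase HEK293T cells were lysed with ONE-Glo; luminescence quantified 30 min later at room temperature.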
VP16 counter: counter-screen for ROR gamma inhibitors: Gal4-VP16 reporter | Drosophila S2 Gal4-VP16 UAS-luciferase, luminescence, 20 h | Potency, µM (series often up to 53.6 µM), for inactives: at the highest dose activity, negative = inhibition, hits mostly inhibitors | 310,000 compounds, 3.5% hits | AID 2546;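 note: Gal4-VP16 expression switched on by copper sulfate through the metallothionein promoter; potency is the fitted concentration of half-maximal effect; % is set by controls: 0 for no effect and ±100 for the full control effect; nearly all actives have a fitted effect of over 50% in size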
* marks the source's active call; other numbers are inactive results; ? = inconclusive; . = no result given; & = joins results of further samples; [ ] = another dose, or the depositor's remark. Unless noted, calls come from the whole dose curve; as a rule, active = well fitted curve in the direction sought with a large enough effect; inconclusive = small, poorly fitted or top-dose-only effect, or another doubt; inactive = no such curve, though single readings can be large; an effect the other way counts as inactive or inconclusive.

Results follow in this order: Tb PFK inh | FLuc counter | Rab9 promoter act | NPC1 prom act | BRCA1 expr act | ELG1 DNA repair | VP16 counter | RORg inh | p53 reactivation | TRPV1 agonist | ELG1 genotox
#1 Cc1ccc(NC(=O)C2CCCN2S(=O)(=O)c2cccc3cccnc23)c(C)c1 (centres undefined)
  1% | 0%&-7% | 2% | 1% | -9% | -2% | 16% | ? | -7% | -1 | -4%
#2 CC1=NC(=O)C(N=Nc2ccccc2)N1c1ccccc1 (centres undefined)
  -4% | ? | 3.5µM* | 12% | 21% | ? | ? | -8% | ? | -2 | ?
#3 O=C(CCc1ccc(O)cc1)c1c(O)cc(O)cc1O[C@@H]1O[C@H](CO)[C@@H](O)[C@H](O)[C@H]1O
  -1% | -1% | -4% | -4% | 0% | -9% | -5%&1% | 0%&-2% | 13% | 1 | 2%
#4 COc1cccc(NC(=O)N2CCC(N3CCCCC3)CC2)c1
  ? | 0% | -2% | -9% | 10% | 21% | 2% | -16% | 1% | 2 | 0%
#5 CCC1CCCCN1CC(O)COCc1cccc(OC)c1 (centres undefined)
  2% | 0% | -3% | 1% | -7% | -8% | 7% | -6% | 0% | 2 | -10%
#6 CCN(CC(=O)Nc1cc(Cl)ccc1C)C(=O)C1CC(=O)N(Cc2ccccc2)C1 (centres undefined)
  -2% | 0% | 4% | 4% | 18% | 6% | . | . | 2% | -3 | 0%
#7 OC1CNCc2cc3c(cc21)OCCO3 (centres undefined)
  -4% | 0% | 7% | 0% | . | 9% | 1% | -18% | 2% | -2 | -1%
#8 Cc1c(Cl)cccc1NC(=S)NCC(O)c1ccccc1 (centres undefined)
  1% | -4% | 0% | 0% | -21% | -1% | ? | ? | -4% | -2 | 0%
#9 CCC1COCCS(=O)(=O)N1Cc1ccccc1 (centres undefined)
  -1% | 3% | -5% | 1% | -13% | -33% | -1% | -11% | 0% | 3 | 4%
#10 O=C(CN1CCCCCC1)Nc1ccccc1Cl
  1% | 1% | -2% | -1% | 11% | 0% | 14% | 12%[1.91 µM] | . | 0 | -3%
#11 O=C(Nc1ccc(F)cc1F)c1ccc2c(=O)n3c(nc2c1)CCC3
  0% | 11µM* | 1.1µM* | 1.1µM* | 75% | ? | . | . | ? | 0 | ?
#12 O=C1C2CCCN2C(c2ccc(F)c(F)c2)N1c1cccc(Cl)c1 (centres undefined)
  -5% | -2% | -11% | 4% | 8% | 6% | -1% | 23% | -8% | . | 0%
#13 Cc1c(C(N)=O)c(-c2ccccc2)nn1-c1ccccc1
  3% | 4% | -1% | -2% | 3% | -8% | -18% | 11% | -5% | 0 | 0%
#14 CCOC(=O)C1(CC)NC(c2ccc(OC)cc2OC)C2C(=O)N(C)C(=O)C21 (centres undefined)
  -4% | 0% | -6% | -2% | 0% | 6% | -4% | 21% | -2% | 0 | -1%
#15 COc1cc(C2=Nc3ccc(Br)cc3C(c3ccccc3)N2CC(=O)NN)cc(OC)c1OC (centres undefined)
  5% | 1% | 2% | -3% | -39% | -2% | -7% | 13% | -4% | . | -2%
#16 COc1ccc(C2c3ccc4ccccc4c3Oc3ncn(CCCN(C)C)c(=N)c32)cc1 (centres undefined)
  2% | 3% | -2% | -7% | -97%[inhibitor] | ? | ? | 10µM* | -13% | 2 | -13%
#17 Cc1cc(C)c2sc(N(CCN(C)C)C(=O)CCS(=O)(=O)c3ccccc3)nc2c1
  -28% | 5% | 7% | -1% | -20% | -5% | ? | ? | -4% | 24 | 2%
#18 CCCCn1c(N)c(N(C)C(=O)c2cn(-c3ccccc3)nc2-c2ccccc2)c(=O)[nH]c1=O
  -7% | -1% | -4% | -2% | 0% | 13% | . | . | 12% | -1 | 0%
#19 CCCOc1ccc(/C=N/NC(=O)c2nnn(-c3nonc3N)c2-c2cccs2)cc1OC
  0% | 11µM* | -2% | 15% | 28% | -12% | 8% | 43% | -2% | -3 | -9%
#20 CCCC(C(=O)NCc1ccco1)N(C(=O)CNS(=O)(=O)c1ccccc1)c1ccccc1OC (centres undefined)
  13% | 0% | -1% | 0% | -27% | 0% | 2% | 11% | -4% | 1 | 4%
#21 COc1ccccc1NC(=S)N(Cc1ccccn1)Cc1ccccc1Cl
  7% | 3% | 1% | 0% | -4% | . | -1% | 33% | 2% | 1 | ?
#22 COc1ccc(NC(=O)/C=C/C(=O)O)c(OC)c1
  1% | -2% | -3% | -2% | 15% | -1% | -14% | -28% | 12% | -3 | -2%
#23 O=[N+]([O-])c1ccc(Cl)c(S(=O)(=O)Nc2ccc(-c3ccc(N4CCOCC4)nn3)cc2)c1
  8% | 15µM* | -2% | 7% | -4% | ? | . | . | 7% | -2 | 6%
#24 O=C(O)C1Nc2c(C(F)(F)F)ccc(Cl)c2C2C=CCC12 (centres undefined)
  13% | 2% | 2% | -2% | -7% | -12% | 2% | 16% | -4% | -3 | 4%
#25 CC(C)Oc1ccccc1C1CC(=O)Nc2cc3c(cc21)OCCO3 (centres undefined)
  2% | 0% | -20% | -15% | -90% | ? | ? | 1% | 4% | 23 | -3%
#26 COC(=O)c1cc2n(n1)CCCNC2=O
  6% | -2% | -5% | -7% | -11% | 4% | 3%[10 µM] | -7% | 9% | -2 | 4%
#27 COc1ccc(CCNC(=O)c2ccc(CNS(=O)(=O)c3cccc(Cl)c3)cc2)cc1OC
  9% | -1% | 6% | -4% | -40% | 23µM* | -3% | 27% | -26% | -8 | -8%
#28 Cc1ccc(N/N=C(\C#N)C(=O)c2ccsc2)cc1
  4% | ? | 12% | 22% | 42% | ? | 14% | ? | 0% | 3 | -5%
#29 CC(C(=O)Nc1ccc(N2CCOCC2)cc1)N1C(=O)NC(C)(C)C1=O (centres undefined)
  -5% | 6% | -10% | 1% | -12% | 24% | . | . | -2% | 1 | 2%
#30 Clc1cccc(Cl)c1/C=N/Nc1c(Cl)cncc1Cl
  0% | -16% | -27% | -17% | -4% | ? | 7% | ? | 3% | 16 | -7%
#31 Cc1cc(C)nc(SCC(=O)NC(=O)c2ccccc2O)n1
  9% | . | . | . | 12% | 0% | . | . | 2% | . | 3%
#32 CCC(C)Sc1nnc(CSc2nc(C)cc(C)n2)n1C (centres undefined)
  4% | -2% | -1% | -3% | 0% | -8% | 2% | 14% | -4% | -2 | -1%
#33 Cc1ccc2oc(-c3ccccc3)c(C(=O)O)c(=O)c2c1
  0% | 21µM* | ? | 3.5µM* | ? | ? | 11µM* | 7.1µM* | 15% | 28 | ?
#34 CCOc1cc(CNC)ccc1OCC(=O)NC(C)(C)C
  -3% | 1% | -4% | -4% | -30% | 9% | 4% | -18% | 2% | -3 | -2%
#35 Cc1cccc(N2C(=O)CS/C2=N\NC(=O)c2ccc(Br)cc2)c1C
  1% | 4% | 3% | -2% | 74% | 14% | 1% | -29% | 15% | -2 | 0%
#36 CCCCCOC(=O)C(C)Sc1n[nH]c(=O)[nH]c1=O (centres undefined)
  -9% | -15% | -4% | -2% | -18% | -2% | 6% | -1% | 5% | 1 | 3%
#37 N#CC1(C#N)C(C(N)=O)C1c1ccccc1 (centres undefined)
  0% | -1% | -2% | 3% | -16% | 1% | -4% | -10% | 0% | 3 | -1%
#38 CCn1c(CSc2nc3ccccc3s2)nnc1SCC(=O)OC(C)(C)C
  4% | ? | -2% | 1% | -20% | ? | 17% | 30% | 2% | 16 | -3%
#39 Cc1ccc(S(=O)(=O)N(C)C)cc1-n1c(SCC(=O)Nc2ccc(F)cc2Cl)nc2ccccc2c1=O
  -2% | 6% | 0% | -2% | -26% | ? | 3% | 16% | -11% | 21 | 4%
#40 CCOc1cc2c(C#N)c(N3CCNCC3)nc(N)c2c(N)n1
  ? | -2% | -2% | -3% | 0% | 7% | 3% | 1% | 14% | 1 | 19%
#41 O=C1N(Cc2cccnc2)C[C@@H]2C[C@@H](c3ccc(-c4ccccc4)cc3)N3CCC[C@@]123
  1% | -24% | -17% | -1% | 0% | -10% | 7% | 28% | -2% | -6 | -4%
#42 O=C(NC(=S)Nc1ccccc1N1CCOCC1)c1ccc(-c2cccc(Cl)c2)o1
  0% | 3% | 7% | -1% | -48% | ? | 5.6µM* | 2.5µM* | 18% | -3 | -4%

Results in VP16 counter and p53 reactivation, for 2 of the compounds above:
entry | SMILES | VP16 counter | p53 reactivation
31 | Cc1cc(C)nc(SCC(=O)NC(=O)c2ccccc2O)n1 | . | 2%
39 | Cc1ccc(S(=O)(=O)N(C)C)cc1-n1c(SCC(=O)Nc2ccc(F)cc2Cl)nc2ccccc2c1=O | 3% | -11%
